# M1 antag – antagonists of rat M1 muscarinic receptor; CHO-M1 cells, Fluo-4 calcium, ACh EC80 antagonist mode; hits give low values; P08482; B-score at 10 µM; AID 628; 64,000 tested, 3.4% active;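 active means calcium fluorescence response, raw or row-and-column corrected B-score, differing from the plate sample mean either way at a set confidence level, mostly lower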
# Target sequence (P08482 whole entry, looked up): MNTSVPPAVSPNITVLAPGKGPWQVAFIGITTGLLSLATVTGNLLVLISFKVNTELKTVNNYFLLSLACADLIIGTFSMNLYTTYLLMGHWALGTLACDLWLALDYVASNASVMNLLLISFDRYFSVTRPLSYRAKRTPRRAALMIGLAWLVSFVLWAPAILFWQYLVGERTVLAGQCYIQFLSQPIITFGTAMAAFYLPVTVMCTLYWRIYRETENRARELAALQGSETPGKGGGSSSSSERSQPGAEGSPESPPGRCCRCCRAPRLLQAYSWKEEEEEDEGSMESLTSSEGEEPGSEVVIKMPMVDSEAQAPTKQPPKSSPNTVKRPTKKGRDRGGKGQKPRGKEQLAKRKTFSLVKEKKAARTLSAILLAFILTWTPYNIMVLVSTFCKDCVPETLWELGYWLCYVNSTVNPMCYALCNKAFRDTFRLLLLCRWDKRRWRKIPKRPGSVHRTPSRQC
# 5HT1a ag – activates the human 5-HT1a serotonin receptor; P08908; CHO 5-HT1a Ga15 NFAT-bla reporter, FRET ratio; 0% basal, 100% maximal reference agonist; activation, % at 10 µM; 65,000 tested, 0.56% active;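 active means activation above the screen-wide mean activation plus 3 SD, cut at about 19% in these data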;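 further: 0% = DMSO wells and 100% = 5-CT at EC100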
# Target sequence (P08908 whole entry, looked up): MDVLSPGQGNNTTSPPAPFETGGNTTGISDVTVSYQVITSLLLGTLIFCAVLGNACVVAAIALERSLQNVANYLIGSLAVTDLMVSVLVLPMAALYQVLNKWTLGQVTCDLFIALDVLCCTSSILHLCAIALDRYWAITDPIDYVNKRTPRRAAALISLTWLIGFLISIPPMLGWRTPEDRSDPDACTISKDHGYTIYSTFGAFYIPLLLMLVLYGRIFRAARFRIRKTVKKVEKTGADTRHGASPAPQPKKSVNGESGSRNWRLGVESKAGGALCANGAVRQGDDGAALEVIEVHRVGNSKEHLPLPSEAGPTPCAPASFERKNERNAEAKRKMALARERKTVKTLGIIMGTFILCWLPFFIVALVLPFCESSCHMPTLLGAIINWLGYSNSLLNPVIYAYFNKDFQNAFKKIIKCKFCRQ
# Hsp90 block – displaces geldanamycin probe from tumor Hsp90; AID 429; inhibition, % at 30 µM; NCI-N417 lysate Hsp90, Cy3B-geldanamycin FP displacement; 64,000 tested, 0.35% active;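 active means inhibition above 50%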;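 further: 0% = tracer plus lysate wells and 100% = tracer alone without lysate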
# E coli RNAP – inhibitors of Escherichia coli RNA polymerase; P0A8V2; E. coli RNA polymerase, fluorescence transcription assay; inhibition, %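 (tested at 10 µM)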; 62,000 tested, 0.2% active; in the data active means inhibition above about 20%;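 further: 0% = enzyme without compound and 100% = no enzyme blank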
# M1 ag – activates the M1 muscarinic receptor. CHO-M1 cells, Fluo-4 calcium fluorescence, agonist mode; hits give high values. 64,000 tested, 3% active. B-score at 10 µM;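 active means fluorescence rise, raw or as B-score row- and column-corrected plate score, outside the 99.7% band of its plate's samples, either direction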
# Fluor 339 460 – intrinsic fluorescence of library compounds, ex339/em460 – biochemical, MLSMR library, data from DPM-DC assay, artefact control, profiling panel; 65,000 tested, 5.5% active; AID 709; fluorescence fold increase at 10 µM; compound autofluorescence, ex339/em460 nm, NADH buffer; hits give high values; 1 = no-compound wells, NADH background;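 active means at 10 µM, mean starting fluorescence two-fold or more over control wells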;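 further: signal is the first read of a kinetic run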
# NADH enzymes – inhibition of NAD/NADH coupling enzymes, library profiling | coupled PK/LDH NADH assays, four targets | IC50, µM (highest dose often 10 µM), inactives show at the highest dose inhibition | 65,000 tested, 0.02% active | AID 774;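 active means single-dose screening hits from any of four coupled enzyme assays that gave an IC50 when retested across doses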;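 further: the DPM-DC format reads NADH fluorescence rather than 340 nm absorbance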
# HER2 expr 66K – inhibitors of human Her2 kinase expression; SKBR-3 HER2 protein level, AlphaScreen, 18-24 h; hits give low values; P04626; 65,000 tested, 0.69% active; HER2 level % of control, % at 10 µM;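 active means HER2 level under 5% of the carrier-only control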;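 further: 100% = DMSO carrier and 0% = 500 nM PU-H71 HSP90 inhibitor; lower value means stronger loss of Her2 protein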
# D1 allo mod – D1 dopamine receptor (human) allosteric modulation. HEK293 D1, CRE-luciferase, dopamine EC30 potentiation; actives deviate in either direction. 58,000 tested, 5.9% active. B-score at 10 µM. P21728. AID 641;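 active means luminescence count or its row- and column-corrected plate score outside the 99.7% band of the plate's sample wells, on either side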
# * = called active by the depositor; nt = not tested or not shown; [ ] = another dose, or the depositor's remark.
nr	SMILES	M1 antag	5HT1a ag	Hsp90 block	E coli RNAP	M1 ag
1	COc1ccc(C(=O)CSc2nnc(-c3ccoc3C)n2CC2CCCO2)cc1 (centres undefined)	-2.06	-2.8	-5.1	-6.8	-0.275
2	CC(C)CNC(=O)c1c(N)n(/N=C/c2cccnc2)c2nc3ccccc3nc12	-0.446	3.5	-9.2	-16.1	0.0906
3	COc1cccc(Cn2c(=S)[nH]c3ccc(N4CCOCC4)cc3c2=O)c1	0.571	0.6	-0.1	1.1	0.507
4	COc1ccc(NC(=O)c2oc3ccccc3c2NC(=O)c2ccc3c(c2)OCO3)cc1	-0.593	-5.3	0.2	4.6	-1.33
5	COC(=O)c1cc(-c2ccccc2)n(CC(=O)O)c1C	-0.374	-1.3	-6.2	5.4	0.546
6	CCOC(=O)CNC(=O)Nc1cccc(Cl)c1C	-0.11	-1.7	-2.6	3.7	-0.251
7	O=C(C1CCN(c2ccc(N3CCOCC3)nn2)CC1)N1CCc2ccccc2C1	-0.0737	-0.5	-4.5	4.9	-0.0875
8	CCCOC(=O)c1c(N)sc2c1CCC2	-0.592	-0.6	-5.3	nt	-0.559

nr	Fluor 339 460	NADH enzymes	HER2 expr 66K	D1 allo mod
1	1.11	1.0%	97.3	0.231
2	2.31*	6.0%[fluoresces]	59.1	-0.461
3	3.71*	21.0%	76.7	1.23
4	1.51	0.0%	118.8	-0.394
5	1.04	0.0%	88.5	-0.263
6	1.05	10.0%	nt	0.325
7	4.7*	9.0%[fluoresces]	83.0	-0.0451
8	1.11	15.0%	88.7	1.29

# The last 2 compounds of the section above come first, to join the parts:
nr	SMILES	M1 antag	5HT1a ag	Hsp90 block	E coli RNAP	M1 ag
7	O=C(C1CCN(c2ccc(N3CCOCC3)nn2)CC1)N1CCc2ccccc2C1	-0.0737	-0.5	-4.5	4.9	-0.0875
8	CCCOC(=O)c1c(N)sc2c1CCC2	-0.592	-0.6	-5.3	nt	-0.559
9	CC(=O)Nc1c(O)nc(SCC(=O)Nc2nnc(CC(C)C)s2)[nH]c1=O	0.48	-1.3	-0.7	-11.6	-0.245
10	O=C(NCc1ccc(F)cc1)c1noc2c1CCCCC2	0.0453	-2.5	-4.4	5.3	0.396
11	CCCn1c(CCC(=O)O)ccc1-c1ccc(OC)cc1	-0.327	-0.8	-32.4	3.2	-0.0757
12	CCOC(=O)CSc1nc(-c2ccncc2)ccc1C#N	0.706	-0.2	2.1	2.8	1.31
13	O=C(NCCCN1CCN(c2ccccc2F)CC1)C1CCN(S(=O)(=O)c2cccs2)CC1	-0.356	1.3	-1.3	4.1	0.898
14	Cc1cccc(NC(=O)CC(C)(C)C)c1	0.522	-4.3	-1.9	5.8	-0.546
15	O=C(OCc1cc(Cl)ccc1OC(F)F)c1cc(S(=O)(=O)O)ccc1O	-1.1	-0.5	-4.7	0.4	-1.01
16	COC(=O)C(CC(=O)Nc1cc(C)ccc1C)Nc1ccccc1OC (centres undefined)	-0.409	-1.2	-4.2	7.6	-0.0389

nr	Fluor 339 460	NADH enzymes	HER2 expr 66K	D1 allo mod
7	4.7*	9.0%[fluoresces]	83.0	-0.0451
8	1.11	15.0%	88.7	1.29
9	1.02	4.0%	126.0	0.115
10	0.91	9.0%	96.1	0.544
11	3.5*	8.0%[fluoresces]	64.2	-0.0175
12	1.25	2.0%	73.9	1.76
13	1.08	5.0%	86.3	0.194
14	1.02	3.0%	114.0	-0.115
15	2.09*	6.0%[fluoresces]	71.5	nt
16	1.02	7.0%	97.5	0.327

# Next section.
nr	SMILES	M1 antag	5HT1a ag	Hsp90 block	E coli RNAP	M1 ag
17	Cn1c(CNc2ccc(Cl)cc2)nc2ccccc21	0.0893	-0.1	-4.8	-0.5	-0.503
18	CCC1(C)Cc2ccccc2/C(=C/C(=O)N2CCCCC2)N1 (centres undefined)	-2.75*	-2.9	1.9	2.6	-0.786
19	CCS(=O)(=O)c1nnnn1-c1ccccc1S(C)(=O)=O	0.173	-0.9	4.0	6.6	-0.357
20	COc1ccc(CC(=O)N2CCN(C(=O)Cc3ccc(OC)cc3)CC2)cc1	-0.592	-2.6	3.2	7.9	1.21
21	CN(CCO)C(=O)c1cccc2c1-c1ccccc1C2=O	-0.47	-4.1	-8.2	1.9	-0.00362
22	CCOC(=O)C1=C(C)N(C)C(=O)NC1c1cc2c(cc1Br)OCO2 (centres undefined)	2.3	-1.8	2.9	3.8	0.707
23	CN(C)CCSc1nc(N)c2c3c(sc2n1)COC(C)(C)C3	0.0678	0.5	nt	10.8	0.137
24	CCCCNC(=O)c1c(N)n(/N=C/c2cccnc2)c2nc3ccccc3nc12	-1.3	7.8	-4.8	1.5	0.624

nr	Fluor 339 460	NADH enzymes	HER2 expr 66K	D1 allo mod
17	1.09	1.0%	111.0	nt
18	1.06	6.0%	73.8	0.0894
19	1.13	5.0%	108.6	-0.952
20	1.13	5.0%	102.2	0.00506
21	1.09	8.0%	109.2	-0.219
22	1.08	3.0%	95.6	0.222
23	nt	nt	nt	nt
24	1.25	6.0%	128.1	0.66

# Among those listed so far, two have a furan ring, fused or not:
nr	SMILES	M1 antag	5HT1a ag	Hsp90 block	E coli RNAP	M1 ag
1	COc1ccc(C(=O)CSc2nnc(-c3ccoc3C)n2CC2CCCO2)cc1 (centres undefined)	-2.06	-2.8	-5.1	-6.8	-0.275
4	COc1ccc(NC(=O)c2oc3ccccc3c2NC(=O)c2ccc3c(c2)OCO3)cc1	-0.593	-5.3	0.2	4.6	-1.33

nr	Fluor 339 460	NADH enzymes	HER2 expr 66K	D1 allo mod
1	1.11	1.0%	97.3	0.231
4	1.51	0.0%	118.8	-0.394

# New compounds follow.
nr	SMILES	M1 antag	5HT1a ag	Hsp90 block	E coli RNAP	M1 ag
25	O=C(COc1ccc(Cl)cc1)NCc1nnc(SCC(=O)NC2CCCC2)o1	-1.46	-3.9	2.0	-1.5	-1.79
26	CCOCCn1c(=O)c2c(nc3n2CCN3c2ccc(C)cc2)n(C)c1=O	1.23	-4.6	-3.1	-0.8	0.378
27	CCSc1nnc(NC(=O)CSc2nccn2-c2cccc(C)c2C)s1	0.0164	-0.9	2.5	0.7	-0.093
28	CCn1c(N2CCN(CC(=O)Nc3cccc(C)c3C)CC2)nc2ccccc21	0.614	-0.8	1.5	-0.8	-0.644
29	COc1ccc(OC)c2[nH]c(=O)c(CCNC(=O)C(C)C)cc12	-0.538	1.8	3.1	4.0	0.0743
30	Cc1nc(NCc2ccco2)c2c3c(sc2n1)CCC3	-1.87*	-2.0	-7.7	-6.0	0.117
31	CCc1ccc(Cn2nnc(C(=O)Nc3cccc(C)c3)c2N)cc1	0.149	1.0	1.1	5.1	-0.15
32	COC(=O)c1c(-c2ccc(C)cc2)csc1N	0.392	-0.7	-2.9	5.5	0.895

nr	Fluor 339 460	NADH enzymes	HER2 expr 66K	D1 allo mod
25	1.01	0.0%	60.0	0.437
26	1.17	8.0%	95.3	-0.148
27	1.13	3.0%	99.0	-0.464
28	1.16	6.0%	67.7	0.00475
29	1.14	0.0%	103.5	0.592
30	1.12	2.0%	61.2	-4.71*
31	1.06	6.0%	88.7	0.00341
32	1.09	1.0%	98.1	0.113

# Next structures follow:
nr	SMILES	M1 antag	5HT1a ag	Hsp90 block	E coli RNAP	M1 ag
33	Cc1cccc(C(=O)NC2CCN(CC(=O)N3CCOCC3)CC2)c1	0.254	-3.1	-0.8	4.8	-0.618
34	O=C(COc1ccc(F)cc1)N(CC1=CCS(=O)(=O)C1)c1ccccc1	0.633	-1.2	-5.5	5.8	-0.145
35	N#C/C(C(=O)Oc1ccccc1)=C1\C=CC=CN1	0.294	-0.8	0.2	-6.9	0.531
36	Cc1cc(NC(=O)c2cc(-c3ccco3)on2)no1	0.463	-3.6	-5.8	-1.3	-0.0132
37	O=C(COC(=O)C1(c2ccccc2)CC1)N1CCN(c2ccc(F)cc2)CC1	-0.88	-2.2	-1.4	4.8	-0.225
38	COc1ccc(NC(=O)C(c2ccccc2)N(C)C(=O)c2cnccn2)cc1 (centres undefined)	-0.73	-0.8	nt	2.0	-0.332
39	CN(C(=O)COC(=O)COc1ccc(Cl)cc1)C1CCCCC1	0.471	-1.5	-2.8	11.7	-0.804
40	COc1ccc(S(=O)(=O)Cc2ccccc2)cc1N	-1.44	-1.1	-1.2	nt	0.935

nr	Fluor 339 460	NADH enzymes	HER2 expr 66K	D1 allo mod
33	1.08	4.0%	95.8	nt
34	1.1	4.0%	61.8	-0.118
35	1.1	5.0%	124.5	0.572
36	1.18	6.0%	73.1	-0.0916
37	1.01	7.0%	114.7	-0.75
38	1.07	4.0%	89.2	0.155
39	1.12	5.0%	98.5	-0.726
40	1.14	1.0%	80.6	0.0116

# Later entries
nr	SMILES	M1 antag	5HT1a ag	Hsp90 block	E coli RNAP	M1 ag
41	CCc1ccccc1S(=O)(=O)Cc1ccc(C(=O)NC(C)C)o1	0.0955	2.1	0.2	6.8	0.234
42	CC1CCCCN1S(=O)(=O)c1ccc(S(=O)(=O)N2CCN(c3ccc(F)cc3)CC2)cc1 (centres undefined)	-0.0989	-3.4	1.0	5.6	0.0313
43	COCCCN1C(=O)C(O)=C(C(=O)c2ccco2)C1c1ccc(Br)cc1 (centres undefined)	0.557	2.9	1.6	9.0	0.00978
44	CCOC(=O)N1CCC(NC(=O)c2cnc3n(c2=O)CCS3)CC1	0.131	0.2	-3.4	2.4	-0.0192
45	CCOc1ccc(NC(=O)CN2CCN(CC(=O)Nc3ccc(F)c(F)c3)CC2)cc1	0.0492	-2.9	0.3	8.6	-0.594
46	CN(Cc1ccccc1)c1nc2c(c(=O)[nH]c(=O)n2C)n1CCSc1nc2ccccc2[nH]1	-0.187	-3.0	-2.9	5.8	2.13
47	CS(=O)(=O)N1CCN(c2ccccc2F)CC1	0.0148	-1.4	-0.8	1.1	0.27
48	CCOC(=O)C1CCCCN1Cc1cc(Cl)ccc1O (centres undefined)	-0.0409	nt	nt	4.9	0.0741

nr	Fluor 339 460	NADH enzymes	HER2 expr 66K	D1 allo mod
41	1.07	6.0%	98.2	0.113
42	1.09	6.0%	108.8	-0.372
43	0.7	3.0%	81.4	-1.37
44	1.08	2.0%	104.8	nt
45	1.06	3.0%	121.4	0.016
46	1.11	4.0%	72.6	1.93
47	1.14	4.0%	115.2	0.23
48	1.08	8.0%	nt	4*

# New compounds follow.
nr	SMILES	M1 antag	5HT1a ag	Hsp90 block	E coli RNAP	M1 ag
49	CCOc1ccc(-c2cn(S(=O)(=O)c3cccc4nsnc34)nc2N)cc1	0.514	0.3	-0.5	10.2	0.868
50	Clc1c(CSc2nc3ccccc3o2)nc2ccccn12	-1.16	-0.4	-2.9	4.2	21.1*
51	Cc1cnc(C(=O)Nc2ccccc2-c2ccc(C)o2)cn1	-0.137	0.7	-1.4	5.8	-0.0395
52	O=C(O)C1CCCN1c1ncnc2c1oc1ccccc12 (centres undefined)	0.129	-1.7	-3.0	10.4	-0.00263
53	Cc1noc(C)c1C(=O)Nc1sc2c(c1C(N)=O)CCC2	0.451	0.9	-16.9	9.7	-0.266
54	CCOc1cccc(C(=O)Nc2nnc(-c3ccco3)s2)c1	0.769	-0.1	-0.1	1.1	-0.275
55	Cc1cc2ccccc2nc1SCC(=O)N1CCCC1	0.956	1.4	-1.0	11.4	-0.0437
56	CC1CCCN(S(=O)(=O)c2ccc(NC(=O)Cn3nnc(-c4ccccc4F)n3)cc2)C1 (centres undefined)	-0.0246	1.9	1.8	3.3	-1.72
57	CCc1c(C)c2cc(Cl)c(O)c(CN(CC)CC)c2oc1=O	-0.406	7.9	1.0	-104.0	-1.11
58	Cn1nc(-c2ccc(Cl)cc2)c2cc(C(=O)NCCCN3CCOCC3)sc21	0.119	-0.8	-3.1	-2.1	-1

nr	Fluor 339 460	NADH enzymes	HER2 expr 66K	D1 allo mod
49	1.02	5.0%	91.0	1.54
50	1.06	4.0%	83.5	-0.615
51	1.12	1.0%	126.8	nt
52	1.03	3.0%	114.6	0.567
53	1.22	9.0%	108.2	1.54
54	1.16	4.0%	93.7	-3.66*
55	1.06	12.0%	115.4	0.218
56	1.03	9.0%	63.2	-0.329
57	3.7*	6.0%[fluoresces]	202.3	-0.134
58	2.1*	8.0%[fluoresces]	73.5	-0.443

# Compound activity deposited in PubChem BioAssay by several laboratories.
